Screening data deposited in PubChem by Southern Research Specialized Biocontainment Screening Center.
influenza NS1A = H1N1 influenza NS1A inhibitors, functional cell based assay (AID 504329). inhibition, % at 12.5 µM; hits with a dose series show IC50 in µM. NS1A functional cell-based assay, percent inhibition; higher % means a stronger effect. 0.3% of 340,000 active; in the data active = a potency from the dose series; inconclusive = inhibition above about 27% without an active follow-up result; note: strong numbers were not always called active
M. tuberculosis HTS = M. tuberculosis growth inhibition, HTS (AID 449762) | M. tuberculosis H37Rv growth inhibition, 7H9 media; higher % means a stronger effect | one-dose inhibition, % at 25 µM; IC50 in µM for titrated hits | 0.59% of 330,000 active; in the data active = a potency from the dose series; inconclusive = inhibition above about 70% without an active follow-up result;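 note: bacterial growth assessed after seven days of incubation; strong numbers were not always called active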
Salmonella PhoP GFP = PhoP regulon inhibitors, Salmonella typhi PhoP promoter GFP reporter, confirmatory (AID 1850); 0.33% of 310,000 active; Salmonella Typhi PhoP-promoter GFP reporter, fluorescence, 4 h; higher % means a stronger effect; inhibition, % at 50 µM, or IC50 in µM where a hit was titrated; in the data active = a potency from the dose series; inconclusive = inhibition mostly from about 25% at the one dose, without a potency; inactive = the rest, 99 in 100 with inhibition below about 19%;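 note: 0% = induced wells with vehicle and 100% = uninduced wells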
VEEV TC-83 Vero = inhibitors of VEEV TC-83 cytopathic effect, confirmation, Vero cells (AID 588727) | Vero cells, VEEV TC-83 cytopathic effect inhibition; higher % means a stronger effect | inhibition, % at 20 µM, or IC50 in µM where a hit was titrated | 0.13% of 350,000 active; in the data active = a potency from the dose series; inconclusive = inhibition mostly from about 14% at the one dose, without a potency; inactive = the rest, 99 in 100 with inhibition below about 12%; note: strong numbers were not always called active
tuberculosis growth = growth inhibition of non-replicating M. tuberculosis (AID 488890) | 0.39% of 320,000 active | Mycobacterium tuberculosis non-replicating, growth inhibition; higher % means a stronger effect | inhibition, % at 25 µM; hits with a dose series show IC50 in µM; in the data active = a potency from the dose series; inconclusive = inhibition mostly from about 82% at the one dose, without a potency; inactive = the rest, 99 in 100 with inhibition below about 76%;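 note: plate controls were DMSO cells for no effect and high antibiotic wells for full effect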
VEEV TC-83 Vero 10K pilot screen = also measured in VEEV TC-83 Vero; calls as there; inhibition, %; measured here: 10K pilot screen inhibition
Starred values were filed as active, the others as inactive; i = inactive; ? = inconclusive; · = no result given; & = joins results of further samples. Rows are unselected. Share with any hit: about 1.4%.

SMILES | influenza NS1A | M. tuberculosis HTS | Salmonella PhoP GFP | VEEV TC-83 Vero | tuberculosis growth | others
Nc1nc(SCC(=O)Nc2ccc(Oc3ccccc3)cc2)n[nH]1 | -4% | 52% | -2% | 1.2% | 27%
CSc1ccccc1NC(=S)Nc1ccc(S(N)(=O)=O)cc1 | -2% | 6% | 1% | 1.2% | 1%
Cc1ccc(O)c(C=Nc2ccc3[nH]ncc3c2)c1 | 0% | -8% | -8% | 1.0% | -2%
O=C(Nc1nccs1)OCc1ccccc1 | · | 9% | -15% | 1.8% | -4%
Cc1cccc(NC(=O)Cn2cc(C(=O)C3CC3)c3ccccc32)c1 | -5% | -4% | 4% | 2.9% | -5%
Cc1cc(Oc2ccc(N)cn2)ccc1Cl | · | ? | 3% | i | 22%
Cc1onc(-c2ccccc2)c1C(=O)Nc1nnc(C(C)(C)C)s1 | -11% | -4% | 0% | i | 17%
FC(F)Oc1ccc(NC(=S)NN2CCOCC2)cc1 | 3% | -3% | 10% | 3.6% | -42%
Nc1nc(SCC(=O)N2CCCCC2)[nH]c(=O)c1NC(=O)c1cccs1 | -11% | -5% | -18% | 0.1% | -12%
CCC(=O)Nc1cc(C(=O)O)ccc1S(=O)(=O)c1ccc(C)cc1 | -6% | 5% | 0% | 1.7% | -7%
Cc1noc(/C=C/N(C)C)c1S(=O)(=O)N1CCCC(C(=O)N2CCc3ccccc32)C1 (stereo not given) | -3% | -5% | 4% | 4.0% | 14%
Cc1c(NC(=S)NC(=O)c2ccccc2Cl)c(=O)n(-c2ccccc2)n1C | -9% | -3% | 7% | 0.4% | -11%
CCOc1ccccc1NC(=O)c1cc(SC)ccc1Cl | -10% | ? | 6% | i | 39%
C/C(N)=C(/C#N)C(=O)COC(=O)c1cc(-c2ccc(Br)cc2)nc2ccccc12 | -13%&-13% | -4% | -8% | ? | -8%
CCCCc1ccc(NC(=S)NCCN2CCOCC2)cc1 | -8% | 1% | -5% | 2.1% | 64%
COCCn1c(SCC(=O)N2CCOCC2)nc2c(c1=O)SCC2 | -2% | 3% | -14% | 7.4% | 0%
CC1(c2ccccc2)CC(C)(C)N(C(=O)C2CCCO2)c2ccccc21 (stereo not given) | -3% | 0% | -2% | 1.3% | 55%
O=c1[nH]c2ccccc2c(O)c1-[n+]1ccccc1 | -3% | -3% | 22% | i | 4%
CCC(C)(C)n1nnnc1C(c1ccc(OC)c(OC)c1)N1CCN(c2ccccc2)CC1 (stereo not given) | -12% | -1% | 5% | 0.6% | 5%
COc1ccc(C2=[N+]([O-])C(C)(C)N(O)C2(C)C)cc1 | -8% | -1% | 5% | 5.5% | 20%
CC1(C)CC(=O)C=C(c2ccc(I)cc2)C1 | -5% | 9% | · | i | 1%
Cc1ccc(C(=O)NCC(=O)N2CCCN(C)CC2)cc1C | 1% | -2% | · | 1.0% | 2%
O=C(CO)N/N=C/c1cccc(Cl)c1Cl | -6% | -5% | -8% | i | -8%
C/C(CC(=O)Nc1ccc(Cl)c(Cl)c1)=N\NC(=O)C(=O)N1CCCCC1 | -2% | ? | 2% | 1.0% | 30%
COc1ccc2oc(=O)cc(-c3cc4ccccc4o3)c2c1 | 0% | -2% | -6% | 1.0% | -8%
O=C(Nc1nc(-c2ccccn2)cs1)c1ccco1 | 7.1µM* | ? | 3% | 11% | 6.6µM*
CCc1ccc(NC(=O)C(CC)Sc2nc3ccsc3c(=O)n2CCC(=O)O)cc1 (stereo not given) | 2% | 0% | 3% | 0.1% | 6%
S=c1[nH]nc(-c2ccco2)n1-c1ccc(Br)cc1 | -3% | -6% | -9% | 10% | -20%
CCC1(c2cccc(Cl)c2)NC(=O)N(Cc2cc(C(=O)OC)c(C)o2)C1=O (stereo not given) | 12% | 12% | 11% | 5.0% | 24%
CCC(Sc1nc(C)cc(=O)[nH]1)C(=O)Nc1nnc(C)s1 (stereo not given) | -7% | -3% | -3% | 0.6% | -3%

The last 2 entries of the part before are carried over, then new ones follow:
SMILES | influenza NS1A | M. tuberculosis HTS | Salmonella PhoP GFP | VEEV TC-83 Vero | tuberculosis growth | others
CCC1(c2cccc(Cl)c2)NC(=O)N(Cc2cc(C(=O)OC)c(C)o2)C1=O (stereo not given) | 12% | 12% | 11% | 5.0% | 24%
CCC(Sc1nc(C)cc(=O)[nH]1)C(=O)Nc1nnc(C)s1 (stereo not given) | -7% | -3% | -3% | 0.6% | -3%
COc1cc2[nH]c3c(=O)n(CCN(C(C)C)C(C)C)cnc3c2cc1OC | 6% | 11% | -2%&14% | 7.3% | -9%
COc1cc(C(=O)NC(=S)N(C)Cc2ccccc2)cc(OC)c1OC | · | 9% | 0% | 2.9% | -6%
COc1ccc(C(=O)Nc2ccc(O)c3ccccc23)cc1 | -2% | -4% | -8% | 10% | 76%
Cc1ccc(C)c(C(=O)OCC(=O)Nc2ccc(N3CCOCC3)cc2)c1 | 4% | -2% | 6% | i | -23%
COc1ccccc1CNC(=O)CN1C(=O)NC2(CCC(C)CC2)C1=O (stereo not given) | -23% | -3% | · | 0.9% | 3%
Cc1ccc(-c2cc3nn(-c4ccccc4)c(N)c3c(=O)o2)cc1 | 1% | 0% | -2% | i | -1%
O=C(O)C1C2C=CC(O2)C1C(=O)Nc1cccc(C(F)(F)F)c1 (stereo not given) | 0% | -11% | 0% | 0.5% | -5%
Cc1cccc(N2CCN(C(=S)NCCc3ccccc3)CC2)c1C | -2% | -1% | -1% | 2.9% | 5%
CCOc1ccc(C(=O)NCC(C)C)cc1 | 9% | 0% | 0% | i | 23%
CN(Cc1ccon1)Cc1cn(Cc2ccccc2)nc1-c1ccc2c(c1)OCO2 | -1% | 3% | -2% | 1.3% | 13%
CC(Cc1ccccc1)NC(=O)/C=C/C(=O)O (stereo not given) | -6% | -2% | -9% | i | ?
CC1(C)Cc2nc3sc4c(SCC(=O)NCc5ccco5)ncnc4c3cc2CO1 | 7% | 6% | 6% | 2.8% | 45%
CN(CC(=O)N1CCc2ccccc2C1)c1ccccc1 | -3% | 3% | -6% | 0.0% | 0%
Cc1cccc(OCC(=O)N/N=C2/SCC(=O)N2Cc2ccco2)c1 | -8% | -5% | 2% | 2.6% | 13%
N#C/C(=C/c1ccc(C(=O)O)cc1)C(=O)Nc1ccccc1 | 11% | -1% | 7% | 0.2% | 12%
COc1ccc(NC(=O)C2C3CC/C=C\CCC32)cc1 (stereo not given) | -1% | -15% | 4% | 2.1% | 9%
CCOC(=O)[C@@H]1[C@H]2COc3ccccc3[C@H]2N2C(=O)N(c3ccc(Br)cc3)C(=O)[C@]12C | 1% | 5% | · | 0.1% | 18%
CCNC(=S)N1CCN(C(=O)c2ccco2)CC1 | -1% | -9% | -3% | 1.2% | 2%
CCc1ccc(NC2Nc3cc(C)nn3S2)cc1 (stereo not given) | -6% | -1% | 3% | 2.4% | ? | VEEV TC-83 Vero 10K pilot screen=2.8
O=C(c1c(F)cccc1F)N1CCCC(c2nc(-c3ccc(F)cc3)no2)C1 (stereo not given) | -16% | -23% | -6% | i | 0%
CSc1ncccc1C(=O)OCC(=O)C(C)(C)C | -7% | 9% | -10% | 0.2% | 34%
Cc1cc(C)nc(SCC(=O)Nc2ncc(Cc3cccc(Cl)c3Cl)s2)n1 | -7% | 9% | -14% | 0.8% | -4%
Cn1ccc(C(=O)OCC(=O)Nc2cccc3ccccc23)n1 | -1% | 5% | 0% | 0.4% | 45%
CCOc1cc(/C=C2\SC(=S)N(Nc3ccccc3)C2=O)ccc1O | -20% | 1% | -7% | 4.1% | 27%
O=C(Nc1cccnc1)c1ccc(S(=O)(=O)c2ccccc2)cc1 | -17% | 5% | 9% | 3.2% | 43%
O=C(COC(=O)/C=C/c1cccc(Cl)c1)Nc1ccc(N2CCOCC2)cc1 | -19% | 12% | · | 1.6% | 13%
Cc1ccc(C(=O)Nc2sc(C(=O)N(C)C)c(C)c2C#N)cc1 | -6% | -1% | -4% | 0.8% | 4%
COc1ccc(NC(=O)CSc2nnc(-c3cccs3)n2N)c(OC)c1 | -11% | 2% | 7% | 1.9% | 15%
CCCCn1c(SCC(=O)Nc2ccccc2C(F)(F)F)nc2ccsc2c1=O | -4% | 5% | -2% | 6.2% | -6%
CC(C)(C)c1ccc(S(=O)(=O)Nc2ccc(C(=O)N3CCCC3)cc2)cc1 | -3% | -18% | -2% | 1.9% | 40%

5 records picked at random from those above:
SMILES | influenza NS1A | M. tuberculosis HTS | Salmonella PhoP GFP | VEEV TC-83 Vero | tuberculosis growth | others
CCCCn1c(SCC(=O)Nc2ccccc2C(F)(F)F)nc2ccsc2c1=O | -4% | 5% | -2% | 6.2% | -6%
COc1ccc(C(=O)Nc2ccc(O)c3ccccc23)cc1 | -2% | -4% | -8% | 10% | 76%
COc1ccc(C2=[N+]([O-])C(C)(C)N(O)C2(C)C)cc1 | -8% | -1% | 5% | 5.5% | 20%
N#C/C(=C/c1ccc(C(=O)O)cc1)C(=O)Nc1ccccc1 | 11% | -1% | 7% | 0.2% | 12%
Cc1cccc(N2CCN(C(=S)NCCc3ccccc3)CC2)c1C | -2% | -1% | -1% | 2.9% | 5%

Carrying on:
SMILES | influenza NS1A | M. tuberculosis HTS | Salmonella PhoP GFP | VEEV TC-83 Vero | tuberculosis growth | others
COc1ccc(/C(C)=N/Nc2nc(C)cc(-c3ccccc3)n2)cc1 | · | ? | -15% | 0.1% | 69%
COc1ccc2oc(=O)c(-c3csc(Nc4ccc(O)cc4)n3)cc2c1 | 2% | 37% | -9% | 24% | 62%
COC(=O)c1sc(NC(=O)c2cc3c(s2)CCCC3)nc1C | -2% | 1% | 2% | 0.6% | 1%
C=CCOc1ccc(/C=C2/C(=O)ON=C2C)cc1OC | -29% | -6% | 4% | 0.4% | -9%
CCCCC(=O)Nc1cc(N(C)C)nc2ccccc12 | -7% | 1% | 13% | 0.1% | 3%
CCOC(=O)CN1CC23C=CC(O2)C(C(=O)NCc2ccc(F)cc2)C3C1=O (stereo not given) | 0% | 1% | -17% | 0.5% | 6%
CCOc1cc2[nH]c(=O)n(CCCCC(=O)N3CCCCCC3)c(=O)c2cc1OCC | 0% | -1% | 0% | 7.5% | 2%
Nc1cccc(Oc2ccc3c(c2)C(=O)N(CCO)C3=O)c1 | 6% | · | · | 1.0% | ·
Cc1cccc(OCc2nnc(SCC(=O)Nc3cccc(C(=O)N4CCOCC4)c3)o2)c1C | -5% | -2% | -5% | 0.9% | -3%
Cc1cc(OCCCC(=O)Nc2nnc(C3CC3)s2)ccc1Cl | 0% | 1% | · | 0.7% | 20%
Cc1ccc(Nc2nnc(SC(C)C(=O)NCC3CCCO3)s2)cc1C (stereo not given) | -11% | ? | -1% | 9.8% | 11%
O=C(/C=C\c1ccc2c(c1)OCO2)CC1(O)C(=O)Nc2ccccc21 (stereo not given) | -1% | 3% | -10% | i | 6%
Cc1cc(-c2n[nH]c(=S)n2Cc2ccccc2)cs1 | -1% | 7% | -2% | 1.1% | -39%
COc1ccc(-c2csc(NC(=O)Cc3cc(OC)c(OC)c(OC)c3)n2)cc1OC | 5% | -3% | 1% | 7.0% | 6%
CCOC(=O)Cn1c(=O)cc(C)c2ccccc21 | -4% | 0% | 2% | 0.5% | -3%
COc1ccc(C2=Nn3c(nnc3-c3ccccc3F)SC2)cc1OC1CCOC1 (stereo not given) | -6% | 2% | · | 9.6% | 11%
COc1ccc(-c2nc(C#N)c(NCc3ccco3)o2)cc1 | -17% | 10% | -4% | 1.2% | 50%
CS(=O)(=O)c1nc(S(=O)(=O)c2ccc(Cl)cc2)c(N2CCN(CCO)CC2)s1 | -2% | 1% | 3% | 0.5% | -8%
C=CCn1c(O)c(C(C)=Nc2ccc(C(=O)O)cc2)c(=O)[nH]c1=O | -10% | -6% | 4% | 1.4% | ·
CCOC(=O)CC(=O)CSc1nc2ccc(C)cc2cc1C#N | -1% | 10% | -9% | i | -9%
COc1ccccc1NS(=O)(=O)c1cc(NC(=O)C2CCC2)ccc1N1CCCCC1 | 1% | -2% | -11% | 1.6% | 32%
Cn1c2c(c(=O)n(C)c1=O)CN(Cc1ccc3c(c1)OCO3)CN2 | 4% | 4% | -1% | 1.2% | -13%
COc1ccccc1/C=C/C(=O)Nc1ccc2c(c1)CCC2 | -6% | 3% | -2% | 8.6% | 18%
CCN(CC)S(=O)(=O)c1ccc2[nH]cc(C(=O)NCCc3ccccc3)c(=O)c2c1 | 0% | 4% | -10% | 7.6% | -16%
COC(=O)C1=NN(C(=O)c2ccc(C)cc2)C(O)(c2ccc(Cl)cc2)C1 (stereo not given) | · | -7% | 20% | · | ·
